# Compound activity as filed in PubChem BioAssay.
# CatL inh = inhibitors of human cathepsin L, biochemical | Procathepsin L (Homo sapiens), P07711 | purified cathepsin L, fluorogenic substrate, fluorescence | inhibition, %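 (tested at 10 µM)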 | 58,000 compounds, 0.17% hits; in the data active = inhibition above about 45%;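 also: 0% = enzyme with no compound and 100% = no enzyme blank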
# AP complement = alternative complement pathway inhibitors, primary screen, biochemical, ELISA, human serum, orthogonally pooled compounds; LPS-coated ELISA, C3 deposition; tested in compound mixtures; 62,000 compounds, 0.08% hits; inhibition, % at 5 µM;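 active = inhibition above 30% in each of the two pooled mixtures holding the compound, so the lower value exceeds 30%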;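 also: 0% = serum in Mg-EGTA without compound and 100% = EDTA serum blank; some compounds past the cut are filed as inactive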
#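 Test system – human serum alternative complement pathway, C3 deposition on LPS-coated wells · Buffer or medium – diluted human serum in Mg2+-EGTA GVB++ · Compound dosing – 5 µM each compound, pools of ten, 50 µM per pool · Schedule – 1 h serum-compound exposure at 37 °C · Measured by – Anti-C3 ELISA, OD 450 nm · Read-out basis – percent inhibition of C3 deposition onto LPS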
# CatB mix inh = cathepsin B inhibitors from pooled compounds, primary screen, biochemical, compound mixtures, AMC fluorescence; P07858; Purified cathepsin B, AMC dipeptide fluorescence; inhibition, %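 (ten-compound pools at 5 µM per compound and 50 µM total)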; 62,000 compounds, 0.06% hits; AID 488, 2006; in the data active = inhibition above about 22%, passing the limit was not always enough;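 also: 0% = enzyme without compound and 100% = no enzyme blank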
# C1s inh = complement C1s protease inhibitors, primary screen, biochemical, 10-compound mixtures; 62,000 compounds, 0.16% hits; mean inhibition % of two 10-compound mixtures (hits give high values), % at 5 µM (by protocol); AID 538, 2006; purified C1s, fluorogenic AMC substrate, pooled mixtures; Complement C1s subcomponent (Homo sapiens), P09871;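 active = inhibition above 20% in each of the two 10-compound mixture wells holding the compound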;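 also: 0% = enzyme wells lacking compound mixture and 100% = no-enzyme blank wells; some compounds called inactive have numbers as strong as hits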
# Cathepsin G inh = human cathepsin G inhibitors, primary screen, biochemical, pooled compound mixtures, AMC fluorescence. 62,000 compounds, 0.2% hits. AID 581, 2007. P08311. purified enzyme, AMC-tetrapeptide fluorescence. inhibition, % at 5 µM (by protocol);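 active = inhibition above 20% in each of the two mixture wells holding the compound; inactive = inhibition of 20% or less in either well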;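 also: 0% = enzyme control without mixture and 100% = blank lacking enzyme; strong numbers were not always called active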
# FXIa inh mix = FXIa protease inhibitors in compound pools, primary screen, biochemical, 10-compound mixtures; Coagulation factor XI (Homo sapiens), P03951; purified FXIa, fluorogenic substrate, pooled mixtures; 62,000 compounds, 0.19% hits; inhibition, % at 5 µM; in the data active = inhibition above about 20%, passing the limit was not always enough;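 also: each value is inhibition by a whole ten-compound pool holding the compound; 0% = enzyme with no mixture and 100% = wells lacking enzyme; strong numbers were not always called active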
# CatB inh = human cathepsin B inhibitors, primary screen, biochemical, fluorogenic substrate; P07858; purified cathepsin B, fluorescence; inhibition, %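 (tested at 10 µM)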; 63,000 compounds, 0.1% hits; in the data active = inhibition above about 21%;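 also: 0% = enzyme with no compound and 100% = no enzyme blank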
# CatS block = inhibitors of human cathepsin S, biochemical, compound mixtures; P25774; recombinant cathepsin S, AMC dipeptide fluorescence, pooled mixtures; inhibition, %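 (tested at 5 µM per compound within 10-compound mixtures)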; 62,000 compounds, 0.06% hits; in the data active = inhibition above about 32%, passing the limit was not always enough;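 also: 0% = enzyme without compound and 100% = blank without enzyme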
# Ec RNAP inh = E. coli RNAP inhibitors, biochemical; inhibition, %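 (tested at 10 µM)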; 62,000 compounds, 0.2% hits; DNA-directed RNA polymerase subunit beta (Escherichia coli (strain K12)), P0A8V2; E. coli RNA polymerase, fluorescence transcription assay; AID 559, 2006; in the data active = inhibition above about 20%;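 also: 0% = enzyme without compound and 100% = no enzyme blank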
# Target sequence (P0A8V2 whole entry, looked up): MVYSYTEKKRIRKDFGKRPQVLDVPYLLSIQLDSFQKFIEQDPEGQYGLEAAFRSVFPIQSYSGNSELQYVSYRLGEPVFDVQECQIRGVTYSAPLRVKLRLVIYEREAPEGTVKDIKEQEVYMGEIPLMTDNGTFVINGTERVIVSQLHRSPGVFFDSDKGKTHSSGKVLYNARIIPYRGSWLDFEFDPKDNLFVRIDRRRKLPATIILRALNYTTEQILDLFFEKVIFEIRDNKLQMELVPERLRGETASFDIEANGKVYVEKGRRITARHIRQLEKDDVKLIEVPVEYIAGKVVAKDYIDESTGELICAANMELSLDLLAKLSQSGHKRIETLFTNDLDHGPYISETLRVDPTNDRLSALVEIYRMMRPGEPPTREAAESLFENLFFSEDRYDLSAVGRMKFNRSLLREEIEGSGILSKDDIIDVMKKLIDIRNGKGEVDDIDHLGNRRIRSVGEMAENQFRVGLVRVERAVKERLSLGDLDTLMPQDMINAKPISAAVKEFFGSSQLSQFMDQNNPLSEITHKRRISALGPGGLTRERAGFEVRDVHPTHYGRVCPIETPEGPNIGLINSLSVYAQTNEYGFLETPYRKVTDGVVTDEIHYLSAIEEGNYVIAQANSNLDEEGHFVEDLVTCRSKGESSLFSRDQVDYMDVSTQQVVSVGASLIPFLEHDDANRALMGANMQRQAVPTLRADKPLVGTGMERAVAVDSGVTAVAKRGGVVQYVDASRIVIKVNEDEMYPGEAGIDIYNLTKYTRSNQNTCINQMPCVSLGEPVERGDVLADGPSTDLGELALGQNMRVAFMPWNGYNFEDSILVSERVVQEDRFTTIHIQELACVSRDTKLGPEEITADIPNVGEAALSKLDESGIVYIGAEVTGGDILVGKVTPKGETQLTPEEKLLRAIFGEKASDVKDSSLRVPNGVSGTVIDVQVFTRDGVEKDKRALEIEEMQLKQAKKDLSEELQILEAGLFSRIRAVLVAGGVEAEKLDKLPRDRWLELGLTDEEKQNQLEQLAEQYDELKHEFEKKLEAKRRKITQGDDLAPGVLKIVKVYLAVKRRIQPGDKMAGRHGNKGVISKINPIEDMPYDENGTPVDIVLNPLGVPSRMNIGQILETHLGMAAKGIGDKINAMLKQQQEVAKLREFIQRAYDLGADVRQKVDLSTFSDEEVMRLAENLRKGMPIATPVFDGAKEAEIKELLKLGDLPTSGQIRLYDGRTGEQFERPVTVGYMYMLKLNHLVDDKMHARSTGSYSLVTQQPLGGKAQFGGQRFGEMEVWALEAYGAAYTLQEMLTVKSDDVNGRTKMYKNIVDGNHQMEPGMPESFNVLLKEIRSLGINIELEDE
# An asterisk follows results filed as active; . = no result given.
CatL inh	AP complement	CatB mix inh	C1s inh	Cathepsin G inh	FXIa inh mix	CatB inh	CatS block	Ec RNAP inh	smiles
-4.4	13.0	1.8	-4.7	-3.0	0.4	2.4	2.3	6.4	CCOC(=O)c1sc(NC(=O)c2ccc(C)o2)nc1C
23.2	2.0	0.4	11.0	11.5	3.9	3.5	4.4	.	c1ccc2c(c1)ncn2Cc1nnc2sc(-c3ccncc3)nn12
-13.3	6.0	-0.6	-11.2	-3.5	9.6	1.2	-4.2	-9.4	CC(C)COP(=O)(c1ccc(N(C)C)cc1)C(O)c1ccccc1F (centres undefined)
25.9	8.7	-0.6	-7.5	7.2	-3.0	8.0	3.9	7.4	c1ccc(Nc2nc(-c3ccncc3)cs2)nc1
-4.1	7.5	0.6	5.3	0.0	11.0	1.0	-19.8	1.5	CCOC(=O)c1c(C)oc2c1c(C(c1cccnc1)N1CCN(C)CC1)c(O)c1ccccc12 (centres undefined)
-3.8	9.0	6.3	10.8	10.4	6.9	2.1	-5.8	7.2	CCOC(=O)c1c(NC(=O)Cn2c(=O)oc3ccccc32)oc(C)c1C(C)=O
13.8	-4.7	4.1	15.6	-8.0	1.5	-0.9	-1.7	-1.8	Cc1ccc(C(=O)c2coc3ccc(O)c(CN4CCN(C)CC4)c23)cc1
26.0	-15.1	3.7	9.7	-4.6	0.3	2.8	7.5	5.4	CC1=C(C)CC2C(=O)N(c3cccc4ccccc34)C(=O)C2C1 (centres undefined)
-0.1	-1.0	-7.2	-10.0	-7.9	-3.5	3.0	1.5	-4.7	CCOc1ccc2nc(NC(=O)c3ccoc3C)sc2c1
-6.9	-11.9	2.8	-43.8	-2.3	-0.3	2.8	0.1	2.3	Cc1ccc(N(CC(O)CN(C)C)S(=O)(=O)c2ccccc2)cc1 (centres undefined)
18.8	1.5	0.9	-2.0	15.3	-2.5	4.1	-5.7	6.0	COc1ccccc1-n1cnnc1SCC(=O)c1cc(C)n(Cc2cccs2)c1C
.	-4.5	4.0	-3.7	-7.8	3.7	10.4	6.8	7.1	O=C(Nc1cccnc1)c1cn(-c2ccccc2)nc1-c1cccs1
3.8	8.1	0.6	4.8	6.7	5.9	1.3	-2.6	4.1	CCCCC(NC(C)=O)c1nc2ccccc2n1CCCC (centres undefined)
-0.4	8.5	7.9	-26.7	-0.5	1.5	-8.3	-3.8	2.9	Cc1cc(Br)c(S(=O)(=O)NCCN2CCOCC2)cc1C
21.8	1.1	-1.1	14.9	9.6	2.2	2.7	2.9	7.3	CCOc1ccc(N2C(=O)c3cccnc3C2Nc2ccc(F)cc2)cc1 (centres undefined)
-0.5	48.9	1.2	11.8	6.7	5.4	2.5	-5.6	2.0	c1ccc(-c2noc(CSc3nnnn3C3CCCCC3)n2)cc1
.	-7.9	0.9	-1.2	-3.8	4.5	0.1	-12.8	1.6	COc1ccc(C(C)(C)C)cc1NC(=O)C1CC=CCC1C(=O)O (centres undefined)
2.5	18.8	2.7	-6.7	6.4	-2.5	4.0	-6.8	7.0	O/N=C1\CC/C(=N\O)c2nn(-c3ccc(Cl)cc3Cl)nc21
-12.1	14.8	-4.8	-14.8	1.3	3.5	2.4	-39.3	-0.8	Cc1ccc(C)c(Cn2nnc3c(=O)[nH]c(C4CCCN(C(=O)C5CCC5)C4)nc32)c1 (centres undefined)
-10.5	4.0	-12.6	-138.4	-22.6	-26.0	5.2	-21.7	0.9	CN(C(=O)c1cccnc1)c1nnc(-c2cccnc2)s1

# A different layout for part of the listing above:
canonical_smiles	CatL inh	AP complement	CatB mix inh	C1s inh	Cathepsin G inh	FXIa inh mix	CatB inh	CatS block	Ec RNAP inh
CCOC(=O)c1sc(NC(=O)c2ccc(C)o2)nc1C	-4.4	13.0	1.8	-4.7	-3.0	0.4	2.4	2.3	6.4
c1ccc2c(c1)ncn2Cc1nnc2sc(-c3ccncc3)nn12	23.2	2.0	0.4	11.0	11.5	3.9	3.5	4.4	.
CC(C)COP(=O)(c1ccc(N(C)C)cc1)C(O)c1ccccc1F (centres undefined)	-13.3	6.0	-0.6	-11.2	-3.5	9.6	1.2	-4.2	-9.4
c1ccc(Nc2nc(-c3ccncc3)cs2)nc1	25.9	8.7	-0.6	-7.5	7.2	-3.0	8.0	3.9	7.4
CCOC(=O)c1c(C)oc2c1c(C(c1cccnc1)N1CCN(C)CC1)c(O)c1ccccc12 (centres undefined)	-4.1	7.5	0.6	5.3	0.0	11.0	1.0	-19.8	1.5
CCOC(=O)c1c(NC(=O)Cn2c(=O)oc3ccccc32)oc(C)c1C(C)=O	-3.8	9.0	6.3	10.8	10.4	6.9	2.1	-5.8	7.2
Cc1ccc(C(=O)c2coc3ccc(O)c(CN4CCN(C)CC4)c23)cc1	13.8	-4.7	4.1	15.6	-8.0	1.5	-0.9	-1.7	-1.8
CC1=C(C)CC2C(=O)N(c3cccc4ccccc34)C(=O)C2C1 (centres undefined)	26.0	-15.1	3.7	9.7	-4.6	0.3	2.8	7.5	5.4
CCOc1ccc2nc(NC(=O)c3ccoc3C)sc2c1	-0.1	-1.0	-7.2	-10.0	-7.9	-3.5	3.0	1.5	-4.7
Cc1ccc(N(CC(O)CN(C)C)S(=O)(=O)c2ccccc2)cc1 (centres undefined)	-6.9	-11.9	2.8	-43.8	-2.3	-0.3	2.8	0.1	2.3
COc1ccccc1-n1cnnc1SCC(=O)c1cc(C)n(Cc2cccs2)c1C	18.8	1.5	0.9	-2.0	15.3	-2.5	4.1	-5.7	6.0
O=C(Nc1cccnc1)c1cn(-c2ccccc2)nc1-c1cccs1	.	-4.5	4.0	-3.7	-7.8	3.7	10.4	6.8	7.1
CCCCC(NC(C)=O)c1nc2ccccc2n1CCCC (centres undefined)	3.8	8.1	0.6	4.8	6.7	5.9	1.3	-2.6	4.1
Cc1cc(Br)c(S(=O)(=O)NCCN2CCOCC2)cc1C	-0.4	8.5	7.9	-26.7	-0.5	1.5	-8.3	-3.8	2.9

# Additional entries follow:
CatL inh	AP complement	CatB mix inh	C1s inh	Cathepsin G inh	FXIa inh mix	CatB inh	CatS block	Ec RNAP inh	smiles
0.2	17.4	37.4	4.7	8.1	15.5	0.9	33.1	-2.5	CCCC(=O)c1cc2ccccc2oc1=O
2.3	21.6	5.1	13.4	10.7	2.3	-2.0	1.9	6.0	COc1ccccc1N1CCN(C/C(C)=C/c2ccccc2)CC1
1.7	19.8	2.3	11.2	7.4	-0.4	0.3	-1.9	5.5	O=C1C=C(NCC2CCCO2)C2(CCCCC2)O1 (centres undefined)
-5.2	20.1	-3.4	-7.7	-1.3	6.5	-3.6	4.4	-2.7	COc1ccccc1CCNS(=O)(=O)c1c(C)n(C)c(=O)n(C)c1=O
12.4	11.0	3.8	19.6	9.7	4.2	3.7	0.4	5.5	Cc1cc(=O)[nH]c(Nc2ccc(C(=O)OC(C)C)cc2)n1
8.4	10.2	4.6	8.3	8.3	2.5	-1.9	-3.9	4.9	CCOc1ccc(C(CC(=O)O)NC(=O)c2ccco2)cc1OC (centres undefined)
16.9	15.3	4.1	7.6	9.3	9.9	1.0	11.3	11.9	COc1ccccc1NC(=O)c1cc(C(=O)O)ccc1C(=O)O
11.9	6.7	4.2	13.8	13.6	9.0	4.9	20.8	15.9	CCc1nnc(NC(=O)Cn2ccc(C(F)(F)F)n2)s1
5.2	3.8	4.6	10.1	10.4	5.1	3.2	-0.1	6.4	COc1ccccc1CNC(=O)CN1C(=O)C(C)N(c2ccc(C)cc2)C1=O (centres undefined)
.	-0.2	4.0	5.1	11.3	-2.6	6.2	15.3	8.4	CCCc1nc2ccccc2c(C(=O)OCc2nnc(-c3cc(OC)c(OC)c(OC)c3)o2)c1CC
-4.7	21.3	5.1	3.9	-2.6	5.9	-6.5	-5.6	-1.0	Fc1ccc(-c2cc(C(F)(F)F)nc(-n3cncn3)n2)cc1

# The list is partial, so the mix of outcomes need not match the whole.
